# Screening results as filed in PubChem.
# rTrxR1 inhibitor: rat TrxR1 inhibition; O89049; recombinant rTrxR1, NADPH fluorescence consumption, selenite substrate; Potency, µM (titrated, usually from 114 µM), for inactives: top-dose activity change, negative = inhibition, usual class: inhibitors; actives 1% (n = 390,000); AID 588453; also: % is scaled to controls: 0 for no effect and ±100 for the full control effect; nearly all actives have a fitted effect of over 65% in size
#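 Rat TrxR1 (90 nM in the dispensed reagent) was pre-reduced with 400 uM NADPH for 5 min at room temperature, then incubated with compound for 15 min. After 400 uM selenite was added, NADPH fluorescence (Ex 340/Em 450 nm) was followed for 8 min.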
# ERG-DNA inh: inhibitors of human ERG Ets domain-DNA interaction | Potency, µM (highest dose often 76.9 µM), for the others: at the top dose FP activity, negative = inhibition, most hits filed as inhibitors | AID 624246 | actives 0.028% (n = 370,000) | fluorescence polarization, His-ERG Ets domain / labelled DNA; active = well fitted inhibition curve with a large enough effect in the polarisation, with a control signal flat; inconclusive = small, poorly fitted or top-dose-only effect, or effect the other way, or a change in a side signal; inactive = no such curve, though single readings can be large or run the other way; the % refers to the polarisation;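 also: polarization taken with two DNA probes labelled with fluorescein and Texas red; % of control where 0% means no effect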
#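 His-tagged ERG Ets domain (1 uM in the protein solution; 300mM KCl, 50mM Tris-HCl, 1mM EDTA, 1mM DTT, pH 7.5) received compound, then a probe mix of 5 nM fluorescein-DNA and 100nM Texas-615-DNA. Fluorescence polarization was read for both dyes.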
# Pin1 inh: inhibitors of human Pin1 | actives 0.009% (n = 390,000) | Q13526 | Pin1 FP peptide displacement, HiFluor488, 10 min | Potency, µM (series often up to 115 µM), for the others: top-dose activity, negative = inhibition, most hits filed as inhibitors; active = well fitted inhibition curve with a large enough effect in the polarisation, with a control signal flat, not every such curve was filed as active; inconclusive = small, poorly fitted or top-dose-only effect, or effect the other way, or a change in a side signal; inactive = no such curve, though single readings can be large or run the other way; the % refers to the polarisation; also: % is scaled to controls: 0 for no effect and ±100 for the full control effect
# 12-LOX inh: blocks human arachidonate 12S-lipoxygenase; purified 12hLO, xylenol orange hydroperoxide absorbance; actives 1.1% (n = 580,000); Potency, µM (titrated, usually from 108 µM), without a hit: top-dose activity change, negative = inhibition, most hits filed as inhibitors; P18054; also: % is scaled to controls: 0 for no effect and ±100 for the full control effect
# Target sequence (P18054 whole entry, looked up): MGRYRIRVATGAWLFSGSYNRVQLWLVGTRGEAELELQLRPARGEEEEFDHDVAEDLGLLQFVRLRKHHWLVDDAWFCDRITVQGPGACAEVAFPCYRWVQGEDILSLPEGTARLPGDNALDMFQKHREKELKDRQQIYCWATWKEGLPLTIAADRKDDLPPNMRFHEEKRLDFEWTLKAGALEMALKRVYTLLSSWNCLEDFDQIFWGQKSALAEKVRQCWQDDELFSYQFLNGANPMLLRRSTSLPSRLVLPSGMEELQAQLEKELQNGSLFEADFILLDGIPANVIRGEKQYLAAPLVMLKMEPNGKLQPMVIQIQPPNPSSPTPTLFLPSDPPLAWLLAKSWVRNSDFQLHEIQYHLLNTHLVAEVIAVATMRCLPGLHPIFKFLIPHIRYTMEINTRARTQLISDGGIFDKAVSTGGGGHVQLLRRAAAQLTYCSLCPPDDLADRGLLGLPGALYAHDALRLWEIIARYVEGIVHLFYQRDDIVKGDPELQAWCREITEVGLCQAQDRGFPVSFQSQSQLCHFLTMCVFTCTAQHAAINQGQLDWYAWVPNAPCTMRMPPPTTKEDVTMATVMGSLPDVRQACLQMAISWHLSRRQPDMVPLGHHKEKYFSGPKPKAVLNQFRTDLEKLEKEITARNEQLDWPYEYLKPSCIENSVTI
#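 Purified human 12hLO (150 nM final) in 25 mM Hepes, 0.01% Triton X-100, pH 7.0 was preincubated 15 min at room temperature with compound. Then 40 uM arachidonic acid was added, 30 min. Hydroperoxide was read by Fe-XO absorbance ratio 573/405 nm.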
# JMJD2A Tudor: inhibitors of human JMJD2A Tudor domain; actives 4.4% (n = 390,000); Potency, µM (series often up to 114 µM), for the others: at the top dose activity change, negative = inhibition, most hits filed as inhibitors; AlphaScreen JMJD2A-Tudor / H3K4me3 peptide binding; AID 504339; O75164; also: % is scaled to controls: 0 for no effect and ±100 for the full control effect; nearly all actives have a fitted effect of over 50% in size
# PGK inhibitor: T. brucei PGK inhibition | PGK/GAPDH coupled, Kinase-Glo luminescence, 60 min | P07378 | AID 602233 | Potency, µM (highest dose often 57.5 µM), without a hit: at the highest dose activity change, negative = inhibition, hits mostly inhibitors | actives 0.043% (n = 380,000); also: % is scaled to controls: 0 for no effect and ±100 for the full control effect; nearly all actives have a fitted effect of over 60% in size
#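 Recombinant glycosomal PGK reaction used 1,3-bisphosphoglycerate generated in-well by GAPDH (100nM final) in 100mM TEA pH 7.6, 5mM MgCl2, 0.01% Tween-20. After 60 minutes at room temperature, ATP was read by Kinase-Glo Plus luminescence end-point.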
# GLS inh: inhibitors of human glutaminase (GLS); O94925; GLS enzymatic activity, qHTS titration; Potency, µM (highest dose often 45.5 µM), for inactives: top-dose activity change, negative = inhibition, actives largely listed as inhibitors; actives 0.21% (n = 410,000); AID 624170; also: % is scaled to controls: 0 for no effect and ±100 for the full control effect
#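 Glutamate formation by hKGA was monitored fluorometrically using coupled glutamate oxidase, HRP and Amplex Red. Substrate was added as 1 mM L-glutamine solution; incubation was 30 min at RT after an initial read.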
# HP1b binding inh: HP1-beta chromodomain-methylated histone interaction inhibition. Potency, µM (top dose mostly 114 µM), for the others: at the top dose activity change, negative = inhibition, usual class: inhibitors. AlphaScreen HP1-beta / biotin-H3K9me3 peptide binding. actives 0.56% (n = 390,000); also: nearly all actives have a fitted effect of over 70% in size; inactives centre near 23
# Target sequence (P83916 whole entry, looked up): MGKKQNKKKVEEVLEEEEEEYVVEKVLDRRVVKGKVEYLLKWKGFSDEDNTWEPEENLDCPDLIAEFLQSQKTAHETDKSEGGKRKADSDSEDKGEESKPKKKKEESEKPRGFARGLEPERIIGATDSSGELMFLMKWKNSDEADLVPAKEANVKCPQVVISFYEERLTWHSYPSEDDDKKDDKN
#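 Compound inhibition of the preformed complex between 50 nM HP1-beta and 50 nM biotinylated H3K9me3 peptide was read by AlphaScreen. Buffer was PBS pH 7.4 with 0.01% Tween-20. Incubations ran 30 min at room temperature, with 10 ug/mL donor/acceptor beads.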
# RGS4 inhibitor: blocks human RGS4-accelerated GTP hydrolysis | actives 0.039% (n = 390,000) | Potency, µM (doses to about 114 µM), inactives show top-dose activity change, negative = inhibition, hits mostly inhibitors | Transcreener GDP fluorescence polarization, RGS4-accelerated GTP hydrolysis | P49798 | AID 504845; also: % is scaled to controls: 0 for no effect and ±100 for the full control effect; nearly all actives have a fitted effect of over 75% in size; some results filed as inactive show a strong effect at the top dose
# Target sequence (P49798 whole entry, looked up): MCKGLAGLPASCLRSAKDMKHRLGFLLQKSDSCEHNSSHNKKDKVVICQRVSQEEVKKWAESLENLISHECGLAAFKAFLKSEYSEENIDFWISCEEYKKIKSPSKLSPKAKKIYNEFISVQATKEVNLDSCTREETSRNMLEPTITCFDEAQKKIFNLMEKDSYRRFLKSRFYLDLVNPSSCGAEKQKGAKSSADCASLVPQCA
#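 MLSMR compounds (23 nl, pin-transferred) preincubated 10 min at room temperature with a 500nM (2x) first reagent, then RGS4 at 900nM (2x) plus Transcreener GDP mix added; fluorescence polarization (620/688 nm) read before and after 90 min at 30 °C.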
# Active calls of the source: *; i = inactive; ? = inconclusive; . = not tested or not shown; [ ] = dose if it differs, or a comment. Unless noted, calls follow the shape of the dose curve; as a rule, active = well fitted curve in the direction sought with a large enough effect; inconclusive = small, poorly fitted or top-dose-only effect, or another doubt; inactive = no such curve, though single readings can be large; an effect the other way counts as inactive or inconclusive. Potency is read from the fitted curve at half-maximal effect.
rTrxR1 inhibitor,ERG-DNA inh,Pin1 inh,12-LOX inh,JMJD2A Tudor,PGK inhibitor,GLS inh,HP1b binding inh,RGS4 inhibitor,SMILES
19%,2%,-7%,0%,-7%,-10%,0%,25%,3%,CCOC(=O)c1ccccc1NC(=O)[C@@H]1CCCN1C(=O)OC(C)(C)C
1%,-5%,1%,-20%,-4%,-12%,6%,-6%,-9%,CC(C)Cc1nnc(NS(C)(=O)=O)s1
-5%[57.1 µM],2%,-1%,?,-10%,-5%,-5%,53%[activator],-25%,COc1ccc(CCN(C)C2CCCN(C(=O)CCC(F)(F)F)C2)cc1OC (stereo unspecified)
13%[57.1 µM],-1%,-8%,?,?,3%,18%,?,-27%,COc1ccc(NS(=O)(=O)c2ccc3oc(Nc4ccc5c(c4)OCCO5)nc3c2)cc1
5%,-4%,-8%,0%,-10%,i,-6%,33%,-13%,O=C(NCC1CCCO1)c1ccc(C(=O)NCC2CCCO2)cc1 (stereo unspecified)
12%[57.1 µM],-7%,-1%,0%,4%,5%,2%,39%,17%,O=C(COc1ccccc1)Nc1ccc(Cl)cn1
?,28%,4%,-11%,-4%,3%,-17%,19%,8%,O=C(CCS(=O)(=O)c1ccccc1)NCc1ccccc1
-1%[57.1 µM],6%,-5%,-17%,-1%,-6%,-7%,47%[activator],-5%,CC(C)c1ccc(Nc2cc(C(=O)NCCCN(C)Cc3ccccc3)c3ccccc3n2)cc1
4%,-5%,8%,?,-21%,-10%,-3%,11%,-16%,CCc1ccc(CN2CCC(C(=O)Nc3ccc(-n4nc(C)cc4C)cc3)CC2)o1
23%[57.1 µM],-9%,4%,-7%,-3%,i,14%,8%,?,CSc1ccccc1C(=O)Nc1ccc(C)cc1C
9%,13%,7%,12%,1%,-2%,1%,72%[activator],-1%[11.4 µM],Cc1ccc(CCNC(=O)c2ccc(NC3=NC4CS(=O)(=O)CC4S3)cc2)cc1 (stereo unspecified)
4%[57.1 µM],3%,1%,14%,?,8%,?,-6%,-38%[11.4 µM],COc1ccc(NC(C)=O)cc1NC(=O)CSc1nc2ncccc2[nH]1
-17%[57.1 µM],-4%,-9%,?,-5%,6%,5%,20%,-20%,COc1cccc(C(=O)NCCS(=O)(=O)NCc2ccco2)c1
6%,10%,4%,-22%,-13%,8%,-4%,25%,1%,COc1ccc2oc(C(=O)OCC(=O)NC(C)c3ccccc3)c(C)c2c1 (stereo unspecified)
12%,-2%,-7%,-2%,-12%,-10%,-2%,33%,-13%,COc1ccccc1C1CCN(Cc2ccccc2)CC1
5%,-1%,7%,-16%,-29%,4%,-8%,14%,6%,COc1ccccc1NC(=O)C1=C(C)Nc2c(C(=O)Nc3ccc(F)cc3)cnn2C1c1ccc(Cl)cc1 (stereo unspecified)
12%[57.1 µM],-1%,-7%,0%,-6%,-5%,-2%,33%,-18%,CCOc1ccc(N2C(=O)c3ccc(C(=O)OCc4c(C)noc4C)cc3C2=O)cc1
-7%,.,1%,16%,-11%,-1%,-1%,33%,-22%,Oc1ccccc1-c1n[nH]c(-c2ccccc2O)n1
8%,.,0%,.,16%,.,.,66%[activator],-12%,c1ccc(Cn2nnc3c(N4CCCCC4)ncnc32)cc1
-6%,4%,5%,-6%,-19%,i,-1%,17%,-17%,CSCCC(NC(=O)c1cccc(S(=O)(=O)N2CCOCC2)c1)C(=O)Nc1ccc(F)cc1 (stereo unspecified)
30%,1%,7%,-5%,-2%,-2%,8%,37%,-7%,COc1ccc(Br)cc1CNC(=O)CCc1cn(Cc2ccc(C)cc2)c2ccccc12
3%[57.1 µM],-5%,-1%,0%,-2%,2%,-13%,35%,7%,CC(=O)Nc1ccc(N2C(=O)CC(Sc3nc(C)cc(C)n3)C2=O)cc1 (stereo unspecified)
4%,1%,0%,-13%,-17%,0%,3%,42%[activator],-17%,CCOC(=O)c1cc2sc(C)cc2n1CCCN1C(=O)c2ccccc2C1=O
1%,-6%,2%,22%,-5%,3%,15%,30%,13%,Cc1cc(C)c(S(=O)(=O)N2CCCC(C(=O)NC3CC3)C2)c(C)c1 (stereo unspecified)
13%,9%,-2%,121%[activator],-14%,-1%,8%,35%,11%,O=C(CSc1ccccc1F)NCC(c1cccs1)N1CCOCC1 (stereo unspecified)
-5%,3%,9%,-28%,141%[activator],-5%,3%,132%[activator],4%,O=C(c1ccc(Cl)cc1)c1cc(-c2ccccn2)c(N2CCOCC2)s1
?,-15%,3%,?,22µM*,-9%,5%,-15%,-4%[11.4 µM],Cc1cccnc1NCc1ccc(O)c2ncccc12
-18%[57.1 µM],-1%,-4%,?,?,-1%,6%,-6%,?,O=c1[nH]c(=S)[nH]c2sc3c(c12)CCCCCC3
-3%[57.1 µM],5%,8%,12%,-7%,-3%,24%,37%,26%,COc1cc2[nH]c(=S)n(Cc3ccccc3)c(=O)c2cc1OC
0%,-6%,-4%,-1%,-9%,-4%,-6%,24%,2%,Cc1cccc(NC(=O)COC(=O)c2ccc(S(=O)(=O)N3CCCC3)cc2)c1

# Carrying on.
rTrxR1 inhibitor,ERG-DNA inh,Pin1 inh,12-LOX inh,JMJD2A Tudor,PGK inhibitor,GLS inh,HP1b binding inh,RGS4 inhibitor,SMILES
12%,13%,-3%,-11%,-8%,-1%,6%,31%,6%,CC(C)c1ccc(OCC(=O)NN2C(=O)c3ccccc3C2=O)c(Br)c1
?,6%,-7%,3%,-12%,-7%,-7%,18%,2%,CC1Cc2cc(S(=O)(=O)CCC(=O)NCc3ccco3)ccc2N1C(=O)C1CC1 (stereo unspecified)
6%[57.1 µM],-3%,-5%,-8%,0%,-8%,0%,33%,-6%,CC(=O)c1cccc(NS(=O)(=O)N(C)C)c1
5%,-13%,0%,4%,-15%,3%,14%,15%,13%,CN(C)Cc1c(-c2ccc(Cl)cc2)nc2ccc(Cl)cn12
31%,3%,-1%,-17%,-9%,-2%,4%,36%,14%,O=C(COC(=O)/C=C/c1ccc(C(F)(F)F)cc1)NCCC1=CCCCC1
-3%,10%,-1%,-17%,-16%,-10%,-2%,45%,-1%,CC[C@H]1CCCCc2ccccc2[C@@H](C(=O)C[C@@H](O)CC(C)=O)OC1=O
23%[57.1 µM],10%,0%,-8%,-9%,-5%,8%,45%[activator],-21%,CCN(C(=O)COC(=O)C1CCN(S(=O)(=O)c2cccs2)CC1)c1ccccc1
0%[57.1 µM],-7%,-1%,-28%,-1%,.,0%,25%,19%,Cc1nc(N2CCCC2)ncc1C(=O)NCc1ccccc1Cl
-5%,4%,15%,?,?,-2%,1%,-8%,-14%,CCn1cc(Cl)c(C(=O)N2N=C(c3ccc4ccccc4c3)CC2c2ccccc2O)n1 (stereo unspecified)
-8%[57.1 µM],1%,3%,7%,-12%,-6%,-2%,58%[activator],7%,Fc1ccc2nc(C3CCCCN3Cc3nc(CC4CC4)no3)[nH]c2c1 (stereo unspecified)
-19%,-19%,4%,-6%,-29%,5%,-3%,23%,-19%,COC(=O)c1ccc(CN2CCc3ccc(NC(=O)c4ccncc4)cc3C2)cc1
14%[57.1 µM],1%,0%,-10%,-6%,1%,1%,48%[activator],25%,CCC(C)NC(=O)CSc1nc2cc3c(cc2c(=O)n1CCCC(=O)NCCc1ccc(OC)c(OC)c1)OCO3 (stereo unspecified)
5%[57.1 µM],-9%,3%,?,9%,-10%,-25%,45%[activator],?,CCOc1cc(/C=N/Nc2nnc(C)n2N)ccc1OC(C)=O
-14%,-3%,7%,?,-12%,-10%,-11%,9%,-7%,CC(=O)c1cccc(S(=O)(=O)NCCCN2CCOCC2)c1
0%,-3%,-6%,21%,-2%,2%,3%,34%,2%,CCCNC(=O)CN1CCN(S(=O)(=O)c2ccc(Br)s2)CC1
12%,-6%,-10%,13%,7%,-7%,?,28%,10%,CC1=NNC(=O)C1CCC(=O)N/N=C/c1ccc(C)cc1 (stereo unspecified)
22%,6%,-3%,-6%,1%,-10%,-12%,56%[activator],-4%,OCC[C@H]1C[C@H](O)[C@@H](O)[C@]2(CCCCO2)O1
-8%[57.1 µM],-4%,-1%,0%,-16%,i,-10%,10%,7%,CC(=O)c1cccc(N(C(=O)CNC(=O)c2ccco2)C(C(=O)NCC2CCCO2)c2ccccc2)c1 (stereo unspecified)
22%[57.1 µM],1%,0%,178%[activator],-10%,i,-20%,25%,-9%,O=C(/C=C/c1c(Cl)cccc1Cl)NCCCn1ccnc1
16%,21%,-2%,6%,-7%,-8%,12%,46%[activator],32%,COc1ccc(-n2nc(C(=O)NCC(=O)NCCN(C)C)c3ccccc3c2=O)cc1
14%,0%,-8%,?,-21%,-2%,-5%,0%,10%,CCOC(=O)N1CCN(CC(O)COc2ccc(CC)cc2)CC1 (stereo unspecified)
-10%,5%,-4%,-10%,-5%,-5%,12%,16%,7%,COc1ccc(NC(=O)CC#N)cc1OC
-18%,0%,-8%,?,10µM*,10%,6%,-26%,-20%,CC(C)(NO)/C(=N/O)c1cccs1

# Compounds shown so far with bromine:
rTrxR1 inhibitor,ERG-DNA inh,Pin1 inh,12-LOX inh,JMJD2A Tudor,PGK inhibitor,GLS inh,HP1b binding inh,RGS4 inhibitor,SMILES
30%,1%,7%,-5%,-2%,-2%,8%,37%,-7%,COc1ccc(Br)cc1CNC(=O)CCc1cn(Cc2ccc(C)cc2)c2ccccc12
12%,13%,-3%,-11%,-8%,-1%,6%,31%,6%,CC(C)c1ccc(OCC(=O)NN2C(=O)c3ccccc3C2=O)c(Br)c1
0%,-3%,-6%,21%,-2%,2%,3%,34%,2%,CCCNC(=O)CN1CCN(S(=O)(=O)c2ccc(Br)s2)CC1

# These rows are one share of the data; rates above refer to the full screens.
